High-throughput results: PubChem BioAssay, The Scripps Research Institute Molecular Screening Center
pPAFAH inh: inhibitors of human plasma PAF acetylhydrolase (pPAFAH); recombinant pPAFAH, FP-rhodamine probe fluorescence polarization; inhibition, % at 3.39 µM; actives 1.5% (n = 330,000); AID 463082;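 active = inhibition above the mean inhibition across the screen plus 3 SD, cut at about 25% in these data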;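 also: inhibitors block binding of the rhodamine activity-based probe so polarization drops; 0% = enzyme with DMSO and 100% = wells lacking pPAFAH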
PREPL inh: inhibits the human prolyl oligopeptidase-like enzyme. Q4J6C6. recombinant PREPL, fluorescence polarization activity-based probe. inhibition, % at 5.96 µM. actives 0.68% (n = 320,000); in the data active = inhibition above about 43%;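 also: 0% = enzyme with DMSO and 100% = wells lacking enzyme; many of its hits are not listed in these tables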
PAFAH2 FP inh: inhibitors of human PAFAH2; Q99487; recombinant PAFAH2, FP-rhodamine activity probe, fluorescence polarization; inhibition, % at 3.39 µM; actives 0.99% (n = 340,000);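 active = inhibition above the mean over all tested compounds plus 3 SD, cut at about 30% in these data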;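 also: inhibitors block probe labeling of enzyme so polarization drops; 0% = enzyme with DMSO and 100% = wells lacking PAFAH2 protein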
LYPLA1 inh: blocks human lysophospholipase 1, a PME1 counter-screen; O75608; recombinant LYPLA1, FP-Rh probe fluorescence polarization; inhibition, % at 5.9 µM; actives 0.16% (n = 320,000); AID 2174;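 active = inhibition above the mean of all tested compounds plus 3 SD, set per campaign, cut at about 14% in these data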;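 also: inhibitors block serine hydrolase probe labeling of LYPLA1 so polarization falls; 0% = enzyme with DMSO and 100% = wells lacking LYPLA1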
ZTA counter: blocks Epstein-Barr virus ZTA, an EBNA-1 counter-screen; ZTA-DNA binding, fluorescence polarization; P03206; inhibition, % at 11 µM; actives 0.15% (n = 320,000); in the data active = inhibition above about 33%
Target sequence (P03206 whole entry, looked up): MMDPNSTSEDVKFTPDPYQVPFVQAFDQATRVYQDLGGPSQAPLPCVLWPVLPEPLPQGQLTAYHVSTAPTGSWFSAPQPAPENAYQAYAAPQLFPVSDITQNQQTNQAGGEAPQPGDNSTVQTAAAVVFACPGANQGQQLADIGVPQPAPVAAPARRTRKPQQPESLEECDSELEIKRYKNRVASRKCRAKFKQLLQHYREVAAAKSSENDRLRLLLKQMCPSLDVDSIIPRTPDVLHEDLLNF
LYPLA2 inh: LYPLA2 (human) inhibition in PME1 counter-screen; O95372; recombinant LYPLA2, FP-Rh probe fluorescence polarization; inhibition, % at 5.9 µM; actives 0.38% (n = 320,000);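 active = inhibition above the screen-wide mean plus 3 SD, limit set per campaign, cut at about 26% in these data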;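 also: 0% = LYPLA2 with DMSO and 100% = wells lacking LYPLA2 enzyme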
Target sequence (O95372 whole entry, looked up): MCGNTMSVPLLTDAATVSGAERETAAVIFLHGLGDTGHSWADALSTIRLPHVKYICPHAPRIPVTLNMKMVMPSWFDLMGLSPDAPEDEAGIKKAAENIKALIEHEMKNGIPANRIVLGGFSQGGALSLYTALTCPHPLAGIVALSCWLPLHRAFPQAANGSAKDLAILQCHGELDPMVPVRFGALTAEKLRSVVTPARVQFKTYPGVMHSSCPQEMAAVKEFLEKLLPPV
PAFAH1B2 inh: blocks human PAF acetylhydrolase 1b catalytic subunit 2. actives 1.2% (n = 340,000). recombinant PAFAH1B2, FP-rhodamine activity probe, fluorescence polarization. inhibition, % at 3.39 µM. P68402;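 active = inhibition above the mean of all tested compounds plus 3 SD, cut at about 24% in these data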;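 also: 0% = enzyme with DMSO and 100% = wells lacking PAFAH1B2; many of its hits are not listed in these tables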
Target sequence (P68402 whole entry, looked up): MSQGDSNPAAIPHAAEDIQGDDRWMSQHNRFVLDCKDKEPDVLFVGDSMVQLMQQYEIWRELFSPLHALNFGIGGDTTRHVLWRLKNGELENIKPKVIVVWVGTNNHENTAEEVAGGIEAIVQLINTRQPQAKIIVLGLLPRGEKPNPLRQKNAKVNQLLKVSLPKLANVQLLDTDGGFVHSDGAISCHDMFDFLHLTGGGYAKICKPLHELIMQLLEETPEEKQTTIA
EBNA-1 inh: blocks EBNA-1 binding to DNA | EBNA-1 DNA binding, fluorescence polarization | inhibition, % at 14.8 µM | actives 0.34% (n = 300,000) | AID 1950; in the data active = inhibition above about 28%
PAFAH1B3 FP inh: PAFAH1B3 (human) inhibition | recombinant PAFAH1B3, FP-rhodamine probe, fluorescence polarization | AID 492972 | actives 0.28% (n = 340,000) | Q15102 | inhibition, % at 3.39 µM;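 active = inhibition above the screen-wide average of all tested compounds plus 3 SD, cut at about 25% in these data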;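 also: 0% = enzyme with DMSO only and 100% = wells lacking PAFAH1B3 protein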
Target sequence (Q15102 whole entry, looked up): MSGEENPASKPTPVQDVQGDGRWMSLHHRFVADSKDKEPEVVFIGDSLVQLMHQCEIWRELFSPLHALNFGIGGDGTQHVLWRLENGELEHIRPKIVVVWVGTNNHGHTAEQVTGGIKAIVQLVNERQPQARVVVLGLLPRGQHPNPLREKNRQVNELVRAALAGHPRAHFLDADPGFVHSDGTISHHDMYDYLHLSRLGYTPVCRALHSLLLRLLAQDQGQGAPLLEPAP
* = called active by the depositor; / = not tested or not shown.

SMILES | pPAFAH inh | PREPL inh | PAFAH2 FP inh | LYPLA1 inh | ZTA counter | LYPLA2 inh | PAFAH1B2 inh | EBNA-1 inh | PAFAH1B3 FP inh
Cc1csc(NC(=O)CCc2c(C)nc3cc(-c4cccc(F)c4)nn3c2C)n1 | 0.5 | -27.2 | 2.6 | -3.3 | 17.9 | -2.1 | 0.1 | -0.7 | 0.1
Cc1nn(C)c(C)c1S(=O)(=O)N1CCc2ccccc21 | 0.3 | -0.1 | 3.0 | 0.9 | -0.7 | -2.0 | 7.3 | -3.9 | 5.7
COC(CN(C)C(=O)c1ccc(CS(=O)(=O)c2ccccc2C)o1)OC | 0.1 | -1.0 | 3.5 | -0.1 | 4.4 | -7.8 | 3.4 | -5.9 | 4.8
O=C1c2ccccc2NC2(CCCCC2)N1N=C1CCCCC1 | 1.8 | 1.1 | -2.2 | -0.2 | -13.1 | 3.8 | 1.4 | 0.9 | 10.4
COc1cc(CNC(C)(C)C)cc(Br)c1OCc1cccs1 | 1.0 | -2.7 | 5.2 | -1.7 | 21.7 | 9.1 | 5.2 | 4.3 | 5.6
CCCCCC(=O)OC(CN1CCCCCC1)CN1CCCC1=O (configuration not stated) | 4.0 | -3.3 | 3.4 | -0.1 | -11.2 | 5.2 | 5.9 | -10.7 | 8.3
CC(C)C[C@@]12C(=O)N(c3cccc(F)c3)C(=O)N1[C@H](c1ccc(F)cc1)[C@@H]1C(=O)N(C3CCCCC3)C(=O)[C@@H]12 | 2.2 | -3.7 | 1.6 | -3.7 | 7.3 | -6.9 | 2.8 | 6.9 | 10.9
Cc1noc(NS(=O)(=O)c2ccc(N/C=C\C(=O)c3ccc4c(c3)OCO4)cc2)c1C | -3.5 | 9.0 | 12.4 | 0.3 | -4.0 | 1.8 | 9.4 | 9.6 | -1.0
COc1ccc(C2C3=C(CC(C)(C)CC3=O)Nc3c2c(=O)n(C)c(=O)n3C)cc1OC (configuration not stated) | 2.8 | -9.1 | -4.5 | 2.3 | -3.4 | 1.9 | -1.9 | 6.5 | -0.8
COc1ccc(/C(N)=N/OC(=O)COc2ccccc2Cl)cc1 | -1.7 | -3.4 | -3.4 | -7.5 | 4.6 | -5.5 | 4.7 | -5.2 | 3.0
CCOc1ccc(NC(=O)C2C3CCC4C(CCC32)C4(Cl)Cl)cc1 (configuration not stated) | 3.8 | 1.9 | 9.2 | -3.3 | 13.2 | 3.8 | -3.5 | 6.5 | 6.6
CC(=O)c1ccc(NC(=O)COC(=O)c2ccccc2Sc2ccccc2C#N)cc1 | -1.0 | 1.3 | 7.9 | -3.9 | -12.2 | 0.4 | 0.1 | 2.8 | 8.5
Cc1ccc(S(=O)(=O)N2Cc3ccccc3CC2C(=O)NC(C)(C)C)cc1 (configuration not stated) | 8.9 | 5.1 | 5.9 | 2.4 | -10.1 | 5.2 | 4.7 | -5.5 | 14.7
COc1ccc(N2C(=O)CSC2c2ccccc2[N+](=O)[O-])cc1 (configuration not stated) | 1.0 | -4.6 | -1.5 | -0.1 | 15.1 | 4.8 | -0.5 | 0.0 | 4.5
Cc1cccc(C(=O)NC(=S)Nc2ccc(S(=O)(=O)N(C)c3ccccc3)cc2)c1 | -1.4 | -13.1 | -7.9 | -6.3 | 5.4 | -6.8 | -1.8 | -4.3 | -3.0
Cc1ccc(C(=O)COC(=O)c2ccccc2NC(=O)c2ccccc2)cc1[N+](=O)[O-] | -0.6 | -28.8 | -3.7 | -4.0 | 1.9 | -9.2 | 1.6 | 5.9 | -1.0
CCOC(=O)c1c[nH]c2c(C(F)(F)F)cccc2c1=O | 1.3 | 14.2 | 6.8 | 0.0 | 4.3 | 4.3 | 4.7 | 4.5 | 9.0
CCOC(=O)Cn1c(CN(C)Cc2ccccc2)nc2c1c(=O)n(C)c(=O)n2C | 2.7 | 9.8 | -9.7 | -2.4 | -2.2 | 10.2 | 2.3 | 9.5 | -8.4
N#Cc1ccccc1OCC(=O)N1CCN(C(=O)c2ccco2)CC1 | 5.7 | 3.1 | 1.1 | -3.0 | 7.0 | 7.5 | 5.0 | 0.7 | 4.7
O=S(=O)(/N=C/c1ccccc1O)c1cccs1 | 0.9 | 3.1 | 2.1 | 1.6 | 2.2 | -1.8 | 7.0 | 5.1 | 9.3
CCN(CC)c1cc(C)c2cc(NC(=O)c3ccc(Br)o3)ccc2n1 | 5.9 | 11.6 | 13.0 | -3.3 | 9.0 | -0.7 | 1.9 | -9.0 | 11.1
CC1CCC2(CC1)NC(=O)N(CC(=O)c1ccc(Cl)s1)C2=O (configuration not stated) | 14.7 | 4.1 | 2.1 | -1.1 | 4.8 | 6.3 | 3.1 | -14.6 | 3.7
O=C(CN(CCc1ccccc1)S(=O)(=O)c1ccc(Cl)cc1)N/N=C/c1ccccc1C(=O)O | -3.1 | -1.7 | 7.3 | -6.3 | 5.5 | 1.6 | 14.3 | 6.8 | 9.0
COc1cc2c(cc1OC)C(C(=O)NCC1COc3ccccc3O1)C(c1cccnc1)N(C)C2=O (configuration not stated) | 10.0 | -14.7 | / | 1.5 | -8.2 | 8.0 | / | -2.1 | /
Clc1cccc(Cl)c1/C=C/c1nc2ccccc2[nH]1 | -2.3 | 5.8 | -11.0 | -10.8 | 19.3 | -15.4 | 1.3 | 10.8 | -2.3

3 compounds from above, sorted by the value under EBNA-1 inh, falling:
structure | EBNA-1 inh
CC(C)C[C@@]12C(=O)N(c3cccc(F)c3)C(=O)N1[C@H](c1ccc(F)cc1)[C@@H]1C(=O)N(C3CCCCC3)C(=O)[C@@H]12 | 6.9
Cc1csc(NC(=O)CCc2c(C)nc3cc(-c4cccc(F)c4)nn3c2C)n1 | -0.7
COc1ccc(/C(N)=N/OC(=O)COc2ccccc2Cl)cc1 | -5.2

More compounds:
SMILES | pPAFAH inh | PREPL inh | PAFAH2 FP inh | LYPLA1 inh | ZTA counter | LYPLA2 inh | PAFAH1B2 inh | EBNA-1 inh | PAFAH1B3 FP inh
O=C(CC1C(=O)NCCN1Cc1ccccc1)NCCC1=CCCCC1 (configuration not stated) | 3.3 | 16.4 | -2.0 | 2.4 | -1.8 | -5.9 | 7.7 | -5.1 | 3.7
Cc1ccc2nc(N3C(=O)C(O)=C(C(=O)c4cc5ccccc5o4)C3c3cccs3)sc2c1 (configuration not stated) | 19.3 | 42.8 | -19.8 | -18.4 | 9.0 | -25.3 | 0.3 | 1.4 | 7.3
COc1ccc(F)cc1S(=O)(=O)N1CCCCC1 | 3.5 | 10.1 | -5.7 | -3.7 | 11.4 | 0.6 | -1.1 | -10.0 | 4.2
CCC1CCCCN1C(=O)COc1ccc2c3c(c(=O)oc2c1)CCC3 (configuration not stated) | 2.5 | -1.0 | 6.2 | -0.5 | -14.1 | 6.7 | 23.1 | / | 10.7
Cc1ccccc1NC(=O)C1CCN(C2=NS(=O)(=O)c3ccccc32)CC1 | 1.2 | 4.6 | 3.6 | -3.5 | 12.1 | 2.9 | -2.6 | 9.4 | 8.2
O=C(Nc1cc([N+](=O)[O-])ccc1N1CCCC1)c1cccs1 | 7.0 | 4.2 | 4.8 | 1.9 | -20.2 | 10.0 | 11.0 | -13.4 | 9.9
c1ccc(-c2nn3c(-c4ccccc4)nnc3s2)cc1 | 3.7 | 15.4 | -0.1 | 0.9 | 6.6 | 0.9 | 4.2 | -8.0 | -1.9
Cc1ccc(N/N=C/C=C/c2ccco2)cc1 | 7.8 | 5.1 | 5.5 | -1.2 | -9.0 | 2.1 | 2.1 | 1.0 | 4.1
C[C@H](CO)N1C[C@H](C)[C@@H](CN(C)C(=O)NC2CCCCC2)Oc2c(NS(=O)(=O)c3ccc(F)cc3)cccc2C1=O | -0.4 | 23.8 | -0.6 | / | / | / | 1.6 | / | 6.5
O=C(CCNS(=O)(=O)c1ccccc1F)NC1CCCCCC1 | -0.6 | 0.5 | -9.0 | -0.8 | -0.8 | 0.0 | -0.3 | / | -0.8
CSc1ncccc1C(=O)Nc1nccs1 | 4.1 | -5.7 | -5.7 | 1.7 | 8.3 | 3.4 | 1.6 | 6.5 | 4.9
CCOc1ccc(OCc2ccc(C(=O)Nc3cccnc3)cc2)cc1 | -2.1 | -2.8 | -2.1 | 0.8 | -11.1 | -0.2 | -0.5 | / | -7.7
COCCN(C(=O)CC1OC(=O)c2ccccc21)c1c(N)n(Cc2ccccc2)c(=O)[nH]c1=O (configuration not stated) | 1.7 | 3.4 | -2.3 | 0.7 | 2.0 | 0.9 | -1.7 | / | 6.0
CCC(=O)N1CCN(c2ccc(NC(=S)NC(=O)C(C)C)cc2)CC1 | 5.0 | -6.2 | -6.8 | 3.6 | -10.4 | 9.2 | -7.2 | 7.5 | 10.8
CC(C)CCn1nnnc1C(c1ccccc1)N1CCN(C)CC1 (configuration not stated) | 0.2 | 12.0 | 5.9 | -1.0 | 9.3 | -1.4 | 12.4 | 0.0 | 5.0
CN(Cc1c(C(=O)N/N=C/c2ccccc2F)nnn1-c1nonc1N)c1ccccc1 | 3.8 | -11.6 | -0.8 | -9.3 | -3.0 | -3.4 | 4.5 | -4.2 | 6.3
CCC(=O)c1ccc(OCc2ccccc2)c(OC)c1 | 8.1 | 8.1 | 4.4 | -0.3 | 11.6 | -1.4 | 1.9 | 7.4 | 1.8
COc1ccc2oc(C(=O)N3CCN(S(=O)(=O)c4cccc([N+](=O)[O-])c4)CC3)c(C)c2c1 | 14.7 | 23.6 | -0.8 | -3.6 | 5.6 | -4.8 | 1.4 | 12.7 | 5.9
COc1cccc(Nc2ccc(Nc3cccc(OC)c3)nn2)c1 | 15.5 | 20.7 | 8.1 | 3.1 | -4.2 | 13.4 | 7.9 | -6.1 | 1.1
O=C(Nc1ccc(-c2nc3ccccc3s2)c(O)c1)C1=COCCO1 | -1.1 | 10.3 | -22.0 | -2.6 | -2.6 | -3.0 | -9.6 | -3.1 | -2.8
Cc1ccc(S(=O)(=O)Oc2ccc(/C=C(/NC(=O)c3ccccc3)C(=O)NC(C)C(=O)O)cc2)cc1 (configuration not stated) | 5.1 | -0.8 | -1.8 | 1.7 | 0.7 | 5.5 | 20.5 | 2.1 | 2.7
CC1CCCCC12NC(=O)N(CC(=O)Nc1sc3c(c1C(N)=O)CCC3)C2=O (configuration not stated) | 20.6 | -1.8 | -20.4 | 2.5 | -14.7 | -1.1 | 2.4 | -6.7 | 19.2
COc1ccc(CCC(C)N2CCOCC2)cc1 (configuration not stated) | 1.5 | -1.1 | 0.3 | -2.2 | 2.1 | -2.9 | 5.6 | 4.1 | 6.4
CCSc1nnc(NC(=O)Cc2ccccc2OC)s1 | -0.3 | 1.0 | -2.1 | 0.1 | 5.8 | -1.0 | 1.6 | 1.7 | -0.2
O=C(c1c[nH]c(C(=O)C(Cl)(Cl)Cl)c1)c1ccc(F)cc1F | 7.0 | -1.0 | -5.8 | -1.0 | 1.9 | 2.2 | 5.0 | -6.1 | 11.3
O=C(COc1ccc(F)cc1)N1CCCc2ccccc21 | 13.8 | 2.7 | 0.2 | -1.5 | 4.4 | -1.9 | 2.4 | -7.2 | 5.9
CCN1CCC(NC(=O)Nc2cccc(C(F)(F)F)c2)CC1 | 5.2 | 1.7 | -7.4 | -4.9 | 11.1 | -7.5 | -3.3 | -3.1 | -0.4
Cc1ccc2cc(CCNS(=O)(=O)c3ccc(F)cc3)c(=O)[nH]c2c1 | -2.0 | -6.8 | 12.1 | 1.8 | 4.2 | 2.0 | 11.6 | -0.9 | 5.8
Cc1noc(C)c1COc1ccccc1C(=O)N(C)CC(=O)Nc1cccc(F)c1 | 4.8 | -11.1 | -3.6 | 9.2 | -11.9 | 6.5 | 1.6 | -8.5 | 1.5

Some of the compounds tested. The share of hits here may be higher or lower than overall.
